Bioassay records: PubChem BioAssay, Small Molecule Screening Facility, UW Madison
RMI FANCM FP = disruptors of RMI1/RMI2 association with MM2 peptide – biochemical, fluorescence polarization, human, primary screen; RMI core complex (RMI1/RMI2) binding to FANCM MM2 peptide, human; FP signal (polarization) at 33 µM; 70,000 compounds, 0.58% hits; AID 1159607, 2016; RMI core complex with F-MM2 peptide; hits give low values; in the data active = FP signal below about 40; also: inactives centre near 61; strong numbers were not always called active; unit not given here
* hit, by the source's call; & = joins results of further samples. Only part of the results is shown. The share of hits here may be higher or lower than overall.

mol,RMI FANCM FP
COCCCNS(=O)(=O)c1ccc(NS(=O)(=O)c2ccc(C)cc2)cc1,54
CCn1ccc(C(=O)Nc2nnc(-c3ccccc3OC)o2)n1,62
COC(=O)c1sc(-c2ccc(Cl)cc2)cc1NC(=O)c1ccc2c(c1)CCO2,52
CC(NC(=O)C(=O)NCCCN1CCOC(c2ccccc2)C1)c1ccccc1 (stereo unspecified),73
COC(=O)c1ccc(C(=O)Nc2c3c(nn2-c2ccccc2)CCC3)cc1,61
Cc1ccccc1OCCCC(=O)Nc1ccc(Br)cc1,70
C=CCn1c(SCC(=O)N2CCN(C(=O)OCC)CC2)nc2c([nH]c3ccccc32)c1=O,59
CC(C)C(=O)Nc1ccc(C(=O)NCCNC(=O)Cc2ccc(F)cc2)cc1,68
Cc1cc2c(cc1C)NC(C)CC(=O)N2 (stereo unspecified),54
C[C@H](CCC(=O)NCC(=O)O)[C@H]1CC[C@H]2[C@@H]3[C@H](O)C[C@@H]4C[C@H](O)CC[C@]4(C)[C@H]3C[C@H](O)[C@]12C,29
Cc1ccc(C(=O)NC(Nc2ccccn2)C(Cl)(Cl)Cl)cc1 (stereo unspecified),65
COC(=O)/C(C#N)=C1/C(=O)Nc2ccccc21,52
Cc1ccsc1C1N(Cc2ccccc2)CCN1Cc1ccccc1,59
N#C/C(=C\NCc1cccs1)S(=O)(=O)Cc1ccc(Cl)cc1,55
COc1cc(OC)cc(C(=O)Nc2ccc3c(c2)NC(=O)C(C)(C)CO3)c1,65
CS(=O)(=O)c1ccc(Nc2nc(CC(=O)NCc3ccco3)cs2)cc1,61
O=C(O)[C@@H]1Cc2ccccc2N1,60
CCOC(=O)Cc1csc(NS(=O)(=O)c2ccc3c(c2)CCO3)n1,52
COc1ccc(N=C2SCC(C(C)(C)C)=NN2C)cc1,54
C=CCn1c(SCC(=O)Nc2ccccc2F)nc2sc3c(c2c1=O)CCC(C)C3 (stereo unspecified),70
Cc1ccc(C(=O)CSc2nccn(-c3cccc4ccccc34)c2=O)cc1,94
CN1CCOc2cc(S(=O)(=O)NC3CCCCNC3=O)ccc21 (stereo unspecified),57
Cc1ccc(-c2csc(NC(=S)NC(=O)c3ccccc3)n2)o1,65
CSc1nn(-c2c(Cl)cc(C(F)(F)F)cc2Cl)c(N)c1C#N,58
Cc1cc(N2CCc3ccccc32)nc(-n2nc(C)cc2C)n1,54
Cc1cccc(NC(=O)Cn2cnc3sc(-c4nc(-c5ccccc5Cl)no4)c(C)c3c2=O)c1,139
COc1ccc(C(=O)NNC(=O)COc2ccc(Cl)cc2)cc1OC,58
CCOc1ccc(CC2SC(=Nc3ccccn3)NC2=O)cc1 (stereo unspecified),57
O=C(NCc1nnc(SCc2ccccc2)o1)c1c(F)cccc1F,57
COc1ccc2ccccc2c1Br,64
COc1ccccc1OCC(=O)Nc1ccc(-c2nnc(C)o2)cc1,67
COc1ccc(CCNC(=O)C2CCCO2)cc1OC (stereo unspecified),54
CC1(C)C2CCC1(CS(=O)(=O)Nc1cccnc1)C(=O)C2 (stereo unspecified),60
COc1ccc(C)cc1NC(=O)CSc1nncc(=O)[nH]1,57
CCOC(=O)c1c(C)n(-c2ccccc2)c2c1cc(OC(=O)c1ccc(Cc3ccccc3)cc1)c1ccccc12,52
Cc1cc(C(=O)Nc2nnc(-c3ccno3)o2)n(C)n1,56

Some values from the results shown:
CCOc1ccc(CC2SC(=Nc3ccccn3)NC2=O)cc1 (stereo unspecified) in RMI FANCM FP is entered as 57
COc1ccc(CCNC(=O)C2CCCO2)cc1OC (stereo unspecified) in RMI FANCM FP is entered as 54

Continued:
mol,RMI FANCM FP
OC(Cn1cncn1)(Cn1cncn1)c1ccc(F)cc1F,58&69
Cc1ccc(-n2c(C)cc(C(=O)CN3CC(C)OC(C)C3)c2C)cc1C (stereo unspecified),76
O=C(Cn1nc(-c2cccs2)ccc1=O)Nc1ccc(F)c([N+](=O)[O-])c1,62
O=C(CSc1ccc(-c2ccc(-n3ccnc3)cc2)nn1)NCC1CCCO1 (stereo unspecified),54
Cc1cccc(Cn2nc3n(c(=O)c2=O)CCN3c2ccc(F)cc2)c1,55
S=c1[nH]nc(Cc2ccc(Cl)c(Cl)c2)o1,56
CS(=O)(=O)c1scc(-c2ccc(Cl)cc2)c1C#N,59
CN(C)S(=O)(=O)c1ccc(C(=O)NCCN2CCN(c3ccc(F)cc3)CC2)cc1,63
O=C(NCCN1CCN(c2ccc(F)cc2)CC1)c1ccco1,65
CCN1C(=O)C(C)(C)COc2ccc(NC(=O)COc3ccc(Cl)cc3)cc21,71
COc1cccc2cc(C(=O)Nc3nnc(-c4cc(C)n(C)n4)o3)oc12,62
CCOC(=O)c1nnn2c1nc(SCC(N)=O)c1ccccc12,62
CCS(=O)(=O)Nc1ccc2c(c1)NC(=O)C(C)(C)CO2,64
Cc1cccc(-c2nnc(NC(=O)c3ccc(C#N)cc3)o2)c1,64
O=C(CSCc1ccco1)Nc1cc(C(F)(F)F)ccc1Cl,60
Cc1c(-c2ccn[nH]2)nnn1-c1cc(Cl)ccc1Cl,54
O=C(Cn1nc(-c2ccco2)c2sc(N3CCCCC3)nc2c1=O)NCCc1ccccc1,78
O=C(NC(=O)c1ccccc1Cl)Nc1cc2cc([N+](=O)[O-])ccc2oc1=O,59
CSCCC(C(=O)O)N1C(=O)CSC1=S (stereo unspecified),54
CN(C)S(=O)(=O)NC1CC(=O)N(c2ccc3c(c2)OCCO3)C1 (stereo unspecified),56
Cc1cc(C)cc(N2CC(c3nc4ccccc4n3Cc3ccccc3)CC2=O)c1 (stereo unspecified),57
COc1ccc(-c2noc(Cn3cnc4c(nnn4Cc4ccccc4C)c3=O)n2)c(OC)c1,85
COc1ccc(C(Nc2cc(C)ccn2)c2c(C)[nH]c3ccccc23)cc1OC (stereo unspecified),56
COc1ccc(C)c2sc(NCCN3CCOCC3)nc12,64
CCCCC(Sc1ccc2nnc(-c3ccccn3)n2n1)C(=O)O (stereo unspecified),57
OCc1c[nH]c(=S)n1Cc1ccc(Cl)cc1,70
O=C(CSc1nc(NC(=O)c2ccco2)c(NC(=O)c2ccc(F)cc2)c(=O)[nH]1)NC1CCCC1,58
CC(=O)OCC1OC2OC(C)(C)OC2C2OC(C)(C)OC12 (stereo unspecified),58
Cc1cc(C(=O)Nc2cc(Cl)ccc2Cl)c(C)o1,63
CCC(=O)Nc1ccc(S(=O)(=O)Nc2ccc3nc(C)n(-c4ccc(OC)cc4)c(=O)c3c2)cc1,61
Clc1cc(Cl)c2c(c1)C=C1CCCCC1(N1CCCC1)O2 (stereo unspecified),61
CC1CCCCC1NC(=O)NC1CC(=O)N(c2ccc(F)cc2)C1 (stereo unspecified),58
C=CCN1C(=O)C(CC(=O)O)SC1=Nc1cccc([N+](=O)[O-])c1 (stereo unspecified),61
CCOc1ccc2c(c1)c1nnc(-c3ccc(OC)cc3)c-1cn2Cc1ccccc1,58
O=C1CCSC2=C1CS(=O)(=O)c1ccc(Cl)cc12,41
Brc1ccc(-c2ccc(Br)s2)s1,63
CC(=O)N/C(=C\c1ccccc1)C(=O)NCC1CCCO1 (stereo unspecified),59
CCc1cc(=O)[nH]c(-n2nc(C)cc2N)n1,67
Cc1ccc([N+](=O)[O-])c(C(=O)N(CCc2ccccn2)c2ccccc2)c1,54
O=C(Cn1ccn2nc(-c3ccccc3)cc2c1=O)N1CCN(c2ccccc2F)CC1,92
Cc1cccc(N2CCN(S(=O)(=O)c3ccc(F)c(C(=O)Nc4ccc(Cl)cc4C(F)(F)F)c3)CC2C)c1 (stereo unspecified),56
O=C(NCCCn1nc(-c2ccco2)ccc1=O)Nc1ccc(F)cc1,67
N#Cc1cccc(C#N)c1Oc1ccc(S(=O)(=O)N2CCC(C(N)=O)CC2)cc1,58&54
CCS(=O)(=O)Nc1ccc(C)c(N2CCCC2=O)c1,52
O=C(CC1CCCCN1S(=O)(=O)c1cccs1)Nc1ccc(F)c(Cl)c1 (stereo unspecified),69
O=C(O)c1ccc2c(c1)-c1cc(C(=O)O)ccc1S2(=O)=O,57
COc1ccc2nc(NC(=O)c3cc([N+](=O)[O-])ccc3Cl)sc2c1,64
COc1cccc(OCC(=O)Nc2ccc3c(c2)N(C(=O)C2CC2)CC3)c1,67
CC(C)(C)C(=O)N1CCc2ccc(NS(=O)(=O)Cc3ccc(F)cc3)cc21,67
CCOC(=O)c1c(NC(=O)CCS(=O)(=O)c2ccc(Cl)cc2)sc2c1CCN(C(C)=O)C2,66
S=c1[nH]nc(-c2cccnc2)o1,75&60
O=C(O)CSCC(=O)N1CCC2(CC1)OCCO2,58&54
COc1cc(C(=O)N=Nc2c(O)n(C)c3ccccc23)cc(OC)c1OC,60
CSc1ccccc1NC(=O)c1cnc2ccc(C)cn2c1=O,54
O=c1c2c(nc(SCc3ccccc3Cl)n1Cc1ccccc1)CCS2,57
O=C(Cn1cnc2c([nH]c3ccccc32)c1=O)N1CCN(C(c2ccccc2)c2ccccc2)CC1,139
O=S(=O)(Nc1ccc2c(c1)CN(S(=O)(=O)c1ccccc1)CC2)c1ccccc1F,83
COc1cccc2sc(Nc3nc4c(F)cc(F)cc4s3)nc12,28*
Cc1ccc(CNC(=O)c2cn(C3CCCC3)c(=O)c3c2c2ccccc2n3C)o1,54
CC(C)(C)S(=O)(=O)c1ccc(NCCc2c[nH]c3ccccc23)nn1,62

Some of the entries above, reformatted:
O=c1c2c(nc(SCc3ccccc3Cl)n1Cc1ccccc1)CCS2
  RMI FANCM FP: 57
O=C(Cn1cnc2c([nH]c3ccccc32)c1=O)N1CCN(C(c2ccccc2)c2ccccc2)CC1
  RMI FANCM FP: 139
O=S(=O)(Nc1ccc2c(c1)CN(S(=O)(=O)c1ccccc1)CC2)c1ccccc1F
  RMI FANCM FP: 83
COc1cccc2sc(Nc3nc4c(F)cc(F)cc4s3)nc12
  RMI FANCM FP: 28*

Ordered by value in RMI FANCM FP (smallest number first): 4 from the list above
Compound | RMI FANCM FP
COc1cccc2sc(Nc3nc4c(F)cc(F)cc4s3)nc12 | 28*
CSc1ccccc1NC(=O)c1cnc2ccc(C)cn2c1=O | 54
CCOC(=O)c1c(NC(=O)CCS(=O)(=O)c2ccc(Cl)cc2)sc2c1CCN(C(C)=O)C2 | 66
O=C(Cn1cnc2c([nH]c3ccccc32)c1=O)N1CCN(C(c2ccccc2)c2ccccc2)CC1 | 139

Going on with the list:
mol,RMI FANCM FP
Nc1nc(-c2cc3ccccc3oc2=O)cs1,47
Cc1cccc(C(=O)OCCN2C(=O)c3cccc4c(N5CCCCC5)ccc(c34)C2=O)c1,-33
CC1C(=O)NCCN1C(=O)c1ccco1 (stereo unspecified),74
Cc1cc(NC(=O)c2ccc(-c3ccccc3)cc2)n(C(C)C)n1,70
O=S(=O)(NCC(c1ccsc1)N1CCc2ccccc2C1)c1cccc2ccccc12 (stereo unspecified),80
CCC(C(=O)Nc1cc(-c2cn3cccnc3n2)ccc1C)c1ccccc1 (stereo unspecified),61
FC(F)Oc1ccc(-n2c(-c3ccc(Cl)c(Cl)c3)c[nH]c2=S)cc1,62
CCOc1nc2cccc(C(=O)OC(C)OC(=O)OC3CCCCC3)c2n1Cc1ccc(-c2ccccc2-c2nn[nH]n2)cc1 (stereo unspecified),54
Cc1cc(=O)n2c(-c3cccc(NC(=O)Nc4cccs4)c3)csc2n1,63
O=C(CCn1nc(-c2ccc(F)cc2)ccc1=O)NCc1ccccc1,59
O=C1c2cccc(O)c2CCN1Cc1ccc(Cl)cc1,68
O=C(CCSc1ccc(Br)cc1)c1ccc(Cl)cc1,54
CC(CCCO)C1CCC2C3CCC4CCCCC4(C)C3CCC12C (stereo unspecified),59
COC(=O)c1cc(C)nc(Sc2ccccc2NC(=O)Nc2cccc(Cl)c2)n1,57
O=C1c2cccc3cccc(c23)C(=O)N1CCN1CCN(CC(O)COc2ccc3ccccc3c2)CC1 (stereo unspecified),59
COc1ccc(CNC(=O)Cn2c3ccc(F)cc3c3ncn(Cc4ccccc4)c(=O)c32)cc1,102
COc1ccc(C2Oc3ccccc3C3=C2C(c2cc(OC)c(OC)c(OC)c2)n2ncnc2N3)cc1 (stereo unspecified),56
CSc1c(C#N)c(N)nn1C,54
C[C@H](CCC(=O)O)[C@H]1CC[C@H]2[C@@H]3C(=O)C[C@@H]4CC(=O)CC[C@]4(C)[C@H]3CC(=O)[C@]12C,52&61
CCOC(=O)C1CCN(S(=O)(=O)c2ccc(S(=O)(=O)c3ccccc3)s2)CC1,125
N#Cc1c(F)cccc1OCc1ccc(C(F)(F)F)cc1,63
Cc1cc(NC(=O)c2cccc(N3C(=O)CCC3=O)c2)n(-c2nc3ccc(F)cc3s2)n1,78
CC(C)N1CCC(CNC(=O)C(=O)Nc2ccc3c(c2)OCO3)CC1,71
CSc1ccc2nc(NC(=O)c3ccc([N+](=O)[O-])s3)sc2c1,55
CCCCc1ccc(NC(=O)c2cc(=O)c(OC)c[nH]2)cc1,61
